GlmU inhibition: inhibition of mycobacterial GlmU enzyme – biochemical, glucosamine-1-phosphate acetyltransferase (AID 1376); inhibition, %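 (tested at 30 µM in the primary screen)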, or IC50 in µM where a hit was titrated; M. tuberculosis GlmU acetyltransferase enzyme assay; higher % means a stronger effect; 220,000 compounds, 0.25% hits; in the data active means inhibition above about 13%; inconclusive means no clear call, values can overlap the other calls;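 further: 0% = complete reaction with vehicle and 100% = reaction without substrate; strong numbers were not always called active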
RmlCD inh 1536: inhibitors of Mycobacterium tuberculosis RmlC and RmlD coupled enzymes; P9WH09+P9WH11; RmlC+RmlD coupled enzyme assay, percent inhibition; primary screen in compound mixtures; inhibition, % at 3.6 µM; 160,000 compounds, 0.03% hits; in the data active means inhibition mostly above about 34%, no sharp cut-off; inconclusive means no clear call, values can overlap the other calls; inactive means mostly below about 22%; further: some results filed as inactive read as strong as hits
Target sequence (P9WH09 whole entry, looked up): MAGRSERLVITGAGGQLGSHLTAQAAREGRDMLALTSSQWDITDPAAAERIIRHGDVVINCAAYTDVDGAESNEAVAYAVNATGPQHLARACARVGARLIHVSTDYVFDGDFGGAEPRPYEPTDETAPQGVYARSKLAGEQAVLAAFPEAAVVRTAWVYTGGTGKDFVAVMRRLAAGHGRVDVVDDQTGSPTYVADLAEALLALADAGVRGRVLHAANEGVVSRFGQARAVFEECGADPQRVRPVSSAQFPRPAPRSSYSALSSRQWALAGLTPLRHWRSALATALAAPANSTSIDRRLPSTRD
Target sequence (P9WH11 whole entry, looked up): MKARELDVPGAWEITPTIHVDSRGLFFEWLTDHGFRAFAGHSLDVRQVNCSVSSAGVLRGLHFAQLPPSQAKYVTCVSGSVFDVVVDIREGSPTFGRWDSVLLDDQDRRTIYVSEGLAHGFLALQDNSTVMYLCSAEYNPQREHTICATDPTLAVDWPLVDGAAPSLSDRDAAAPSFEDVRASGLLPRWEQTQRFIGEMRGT
Active calls of the source: *; ? = inconclusive; . = no result given; & = joins results of further samples. Not all compounds are listed, so the mix of outcomes need not match the whole.

SMILES | GlmU inhibition | RmlCD inh 1536
O=C(N/N=C/C=C\c1ccccc1)c1cnccn1 | 9.8% | -14
CC(C)CCC1(CN2CCCC2=O)C(=O)NC(=O)NC1=O | -4.7% | 7
CCCCCn1c(=N)n(CC(O)COc2ccccc2OC)c2ccccc21 (centres undefined) | -5.7%&-3.6% | .
COC(=O)c1c(-c2ccccc2)csc1N1C(=O)Nc2ccccc2N1O | 2.4% | -4
COc1cc(OC)cc(C(=O)NC(=S)N2CCCCCC2)c1 | 1.6% | -10
CCCCCN(C(=O)NC(=O)Nc1ccc(C)cc1)S(=O)(=O)c1ccccc1 | -1.4% | 4
COC(=O)[C@H](CC(C)C)NC(=O)NCCCc1ccccc1 | 0.1% | .
Cc1nc(NC(=O)c2ccc(Cl)cc2)nc2cc3c(cc12)OCO3 | 1.1% | .
CN(C(=O)CSc1ncc(C(F)(F)F)cc1Cl)c1c(N)n(Cc2ccccc2)c(=O)[nH]c1=O | 1.3% | -1
O=C(c1c[nH]c2ccccc12)N1CCN(Cc2ccccc2)CC1 | -2.8% | -6
Cc1ccc(C(C(=O)NCc2ccco2)N(C(=O)Cn2nnc3ccccc32)c2ccccc2)o1 (centres undefined) | -0.5% | .
CCOC(=O)N1CCN(S(=O)(=O)c2ccc(C(=O)NNc3nc4c(C)cccc4s3)cc2)CC1 | -3.4% | .
CCc1ccc[n+](-c2[nH]c(=O)sc2/C=N/N=C(\[O-])CCn2c3ccccc3c3ccccc32)c1 | -0.1% | .
Cc1ccc(Nc2nc(CSc3nnc(-c4cccnc4)n3-c3ccccc3C)cs2)cc1 | 0.0% | 4
COc1ccc(O)c(C2=Nc3ccccc3N=C(c3ccccc3)C2)c1 | 1.3% | .
Cc1ccc(S(=O)(=O)/C(C#N)=C/c2c(N3CCN(C)CC3)nc3c(C)cccn3c2=O)cc1 | -3.4% | 18
Cc1ccc(C(=O)NNC(=O)CSc2nnc3c(n2)[nH]c2ccc(C)cc23)cc1 | -3.3% | .
Cc1ccc(F)cc1NC(=S)NCCc1ccccc1 | -2.7% | 10
Cn1ncc(Br)c1C(=O)Nc1ccc(Br)cn1 | 2.9% | -6
CN(C(=O)Cn1cc(C#N)c2ccccc21)c1ccccc1 | -3.1% | 1

An excerpt from above in order of length of the SMILES, low to high.
SMILES | GlmU inhibition | RmlCD inh 1536
Cc1ccc(F)cc1NC(=S)NCCc1ccccc1 | -2.7% | 10
Cn1ncc(Br)c1C(=O)Nc1ccc(Br)cn1 | 2.9% | -6
O=C(N/N=C/C=C\c1ccccc1)c1cnccn1 | 9.8% | -14
CN(C(=O)Cn1cc(C#N)c2ccccc21)c1ccccc1 | -3.1% | 1
CC(C)CCC1(CN2CCCC2=O)C(=O)NC(=O)NC1=O | -4.7% | 7
COC(=O)[C@H](CC(C)C)NC(=O)NCCCc1ccccc1 | 0.1% | .
O=C(c1c[nH]c2ccccc12)N1CCN(Cc2ccccc2)CC1 | -2.8% | -6
CCCCCn1c(=N)n(CC(O)COc2ccccc2OC)c2ccccc21 (centres undefined) | -5.7%&-3.6% | .
COc1ccc(O)c(C2=Nc3ccccc3N=C(c3ccccc3)C2)c1 | 1.3% | .
COC(=O)c1c(-c2ccccc2)csc1N1C(=O)Nc2ccccc2N1O | 2.4% | -4
Cc1ccc(Nc2nc(CSc3nnc(-c4cccnc4)n3-c3ccccc3C)cs2)cc1 | 0.0% | 4
Cc1ccc(C(=O)NNC(=O)CSc2nnc3c(n2)[nH]c2ccc(C)cc23)cc1 | -3.3% | .
Cc1ccc(C(C(=O)NCc2ccco2)N(C(=O)Cn2nnc3ccccc32)c2ccccc2)o1 (centres undefined) | -0.5% | .
Cc1ccc(S(=O)(=O)/C(C#N)=C/c2c(N3CCN(C)CC3)nc3c(C)cccn3c2=O)cc1 | -3.4% | 18
CCc1ccc[n+](-c2[nH]c(=O)sc2/C=N/N=C(\[O-])CCn2c3ccccc3c3ccccc32)c1 | -0.1% | .

(next part)
SMILES | GlmU inhibition | RmlCD inh 1536
Cc1ccc(NC(=O)c2ccco2)c([N+](=O)[O-])c1 | -1.7% | .
O=C1c2ccccc2C(=O)N1CCCCON1C(=O)c2ccccc2C1=O | -2.0% | 1
CCOC(=O)N1CCc2c(sc3nc4n(c(=O)c23)N=C(c2ccc(OC)cc2)CS4)C1 | 4.0% | 3
CCN1CC(CN(C)Cc2nc(-c3ccco3)oc2C)CC1=O (centres undefined) | -0.6% | .
COc1cc(OC)c(NC(=O)c2ccc(Br)o2)cc1Cl | 1.9% | -6
O=C1c2cccnc2C(=O)N1Cc1ccc(F)cc1 | 2.8% | -3
COc1cc(SC)ccc1C(=O)N(Cc1ccccc1)c1ccccn1 | 0.4% | 4
COc1cccc(C(C#N)N2N=C(C)CC2(C)C)c1O (centres undefined) | 0.6% | -3
O=S(=O)(N1CCCCC1)n1nnc2ccccc21 | 3.6% | 8
CCOC(=O)C(CSCc1ccccc1)NC(=O)OC(C)(C)C (centres undefined) | 3.5% | 9
Cn1nnnc1SCC(=O)N1CCN(S(=O)(=O)c2ccccc2)CC1 | -2.2% | 11
CCc1cc2cccc(C)c2nc1SCC(=O)N1CCN(C(=O)c2ccco2)CC1 | -5.6% | .
CCc1ccc(NC(=S)N2CCNC(=O)C2CC(=O)OC)cc1 (centres undefined) | -0.2% | -11
CC(=O)c1c(C)[nH]c(C(=O)CN2C(=O)NC(C)(CCC(C)C)C2=O)c1C (centres undefined) | 1.2% | 6
COc1ccc(Cl)cc1NC(=O)CN1C(=O)CC(C)S(=O)(=O)c2ccccc21 (centres undefined) | -0.3% | -7
O=C(N=Nc1c(O)[nH]c2ccccc12)c1ccc2c(c1)OCO2 | 0.6% | -14
CCCC(=O)NC(c1cccs1)c1cc([N+](=O)[O-])c2cccnc2c1O (centres undefined) | 5.6% | .
Cc1cc(O)ccc1Nc1nc2ccccc2nc1Nc1ccc(O)cc1C | 7.7% | 3
COCC(O)CNc1ccccc1 (centres undefined) | 0.1% | .
Clc1ccc(CN2C3=NCCN3c3ccccc32)cc1 | -4.1% | 4
O=C(NCc1nc2ccccc2[nH]1)c1cccs1 | -5.3% | .
CC(=O)OCC(OC(C)=O)C(OC(C)=O)C(OC(C)=O)C(=O)Nc1ccc(C)cc1C (centres undefined) | 2.7% | -6
O=C(CN1C(=O)S/C(=C\c2ccc(O)cc2)C1=O)c1ccccc1 | -2.4% | .
Cc1nnc2n1NC(c1ccc(Cl)cc1)C(C(=O)N1CCC(C)CC1)S2 (centres undefined) | 3.3% | 6
COC(=O)/C=C1\N/C(=N\c2nc(C)cc(C)n2)N(c2ccc(Cl)cc2)C1=O | 4.7% | -7
O=C(/C=C/c1ccccc1)c1ccccc1 | -4.7% | .
COC(=O)c1ccc(-c2csc(NC(=O)c3ccc(S(=O)(=O)N4CCc5ccccc5C4)cc3)n2)cc1 | -0.5% | 7
COC(=O)[C@H]1Cc2cnoc2C[C@]1(C)C(=O)O | -3.5% | -10
Cc1nn(Cc2ccccc2Cl)c(C)c1NC(=O)C1C2CCC(O2)C1C(=O)O (centres undefined) | -0.4% | -5
Cc1ccc(NC(=O)CN2C(=O)NC3(CCc4ccccc43)C2=O)cc1Cl (centres undefined) | 2.4% | 2
O=C(c1cnccn1)N(Cc1ccco1)C1(C(=O)NC2CCCCC2)CCCCC1 | -2.0% | 7
O=C(NCc1ccc(F)cc1)c1cc(-c2ccco2)on1 | 5.4% | 9
CN1CCN(CCCc2c3c(cc4c2CCC4)CCC3)CC1 | -5.9% | -8
Cc1cc2oc(C(=O)NC3CCS(=O)(=O)C3)c(C)c2cc1C (centres undefined) | 3.1% | .
O=C1CCCC2=C1C(c1cccc(O)c1)C1=C(N2)c2ccccc2C1=O (centres undefined) | -0.4% | 2
CCN(CC(=O)NC(c1ccccc1)c1ccccc1)Cc1nc2ccccc2c(=O)[nH]1 | 0.8% | .
O=C(c1ccccc1)N1CCCC(C(=O)N2CCc3ccccc3C2)C1 (centres undefined) | -5.2% | -2
Fc1cccc(-c2nn[nH]n2)c1 | -0.4% | .
Cc1cnnc2ccc3c(no[n+]3[O-])c12 | 0.9% | .
NC(=O)C1CCN(CC(=O)Nc2ccccc2Sc2ccccc2)CC1 | 1.9% | 2
C=CCn1c(-c2cc(-c3ccc(C)cc3)nc3ccccc23)n[nH]c1=S | 2.2% | 8
CN(Cc1cn(C)nc1-c1ccccc1F)Cc1nccn1C | 0.7% | -14
O=C(O)c1ccc(/C=N/Nc2ccc(C(F)(F)F)cn2)cc1 | 2.1% | -4
OCCN1CCN(CCCN2c3ccccc3Sc3ccc(C(F)(F)F)cc32)CC1 | -14% | .
CC1=NN(c2ccccc2)C(=O)C1C(=O)c1ccc([N+](=O)[O-])cc1 (centres undefined) | 0.9% | 5
COc1cccc(/C=N/NC(=O)CC2C(=O)NN=C2C)c1OC (centres undefined) | -1.0% | .
Cn1c(-c2ccc(F)cc2)cnc1SCC(=O)Nc1ccccc1 | 2.0% | -1
COC(=O)c1ccc(CSc2nnc(NC(=O)C3CC(=O)N(Cc4ccc(C)cc4)C3)s2)cc1 (centres undefined) | -7.4% | 15
Cc1[nH]n(-c2ccccc2)c(=O)c1N=Nc1ccccc1O | -3.9% | 6
Cc1cc(C)n2nc(SCCCC(=O)c3ccccc3)nc2n1 | 0.6% | -10
COc1cccc(CN2CCN(C(=O)CCc3nnc(C4CCCCC4)o3)CC2=O)c1 | -2.0% | 8
O=C(O)/C=C/c1cn(-c2ccccc2)nc1-c1cccs1 | 4.1% | .
Cc1c(Cl)c([N+](=O)[O-])nn1CCCC(=O)N(Cc1ccccc1)Cc1ccccc1 | -0.9% | .
COc1nc(N(CC(N)=O)S(=O)(=O)c2ccccc2)nc(C)c1Cl | 4.6% | .
Cc1ccc(C(=O)N2c3ccccc3NC(=O)C2C)cc1 (centres undefined) | 3.2% | -12
COC(=O)COc1ccc(S(=O)(=O)N2CCc3ccccc3C2)cc1 | -3.6% | -6
Cn1c(=O)c2c(n(C)c1=O)=NC1(CCCCC1)ON=2 | -0.3% | -4
Cc1ccccc1-c1ncc(CN2CCN(C3CCCCC3)C(CCO)C2)cn1 (centres undefined) | 6.9% | -3
CCN(CCC(=O)Nc1cc([N+](=O)[O-])ccc1OC)Cc1ccccc1 | 4.4% | -3
CCCCCCCCCCS(=O)(=O)N/N=C/c1ccc([N+](=O)[O-])cc1 | -1.5% | .

Remaining list, next part.
SMILES | GlmU inhibition | RmlCD inh 1536
COc1ccc(-n2c(=O)[nH]cc(C(=O)N3CCc4ccccc43)c2=O)cc1 | 3.6% | -12
Cc1cc(NC(=O)c2cccc(Oc3ccccc3)c2)n[nH]1 | 0.6% | -9
CCC(C)Nc1nc2c(c(=O)n(C)c(=O)n2C)n1Cc1cccc(C)c1 (centres undefined) | -5.3% | ?
CCOC(=O)c1[nH]c2cc(OC)c(OC)cc2c1NC(=O)C(C)N1CCN(Cc2ccccc2)CC1 (centres undefined) | 0.8% | 4
COc1ccc(-c2cnc(N)n2CC2CCCO2)cc1 (centres undefined) | -7.6% | 5
Cc1ccc(-n2c(CCc3nc4ccccc4[nH]3)n[nH]c2=S)cc1 | 4.3% | -6
CC(/C=C1\SC(=S)N(NS(=O)(=O)c2ccccc2)C1=O)=C\c1ccccc1 | 6.0% | -9
O=C(N/N=C\c1ccc(-c2ccc([N+](=O)[O-])cc2)o1)C1COc2ccccc2O1 (centres undefined) | 3.9% | .
COc1ccc(NCc2nnc(SCC(=O)Nc3nc(-c4ccccc4)cs3)n2-c2ccccc2)cc1 | -0.8% | -7
CCCC(=O)Nc1ccc(C(=O)Nc2nnc(COC)s2)cc1 | 6.3% | -14
NNC(=O)C1=NOC(CNc2ncc(C(F)(F)F)cc2Cl)C1 (centres undefined) | 2.5% | 10
COc1ccccc1Cn1cnc2cccnc21 | -0.6% | -5
COc1ccc(-c2noc(-c3cc(Cl)ccc3Cl)n2)cc1OC | 1.9% | -5
COC(=O)c1cccc(C(=O)Oc2cccc(Br)c2)n1 | 4.8% | 12
CC1(C)CC(=O)c2cnc(N3CCc4ccccc43)nc2C1 | 0.8% | -2
CSc1ncccc1C(=O)OCC(=O)N1CCOCC1 | 10% | .
CCSc1nc(N2CCCCC2)c2c(c1C#N)CCCC2 | 1.8% | .
Cc1ccc(C(=O)NCCc2nnc3ccc(SCC(=O)Nc4ccc(C)cc4C)nn23)cc1 | 7.5% | 4
Cc1csc(N2CCCC2c2nc3cc(Cl)c(N4CCCCC4)cc3n2CCOCCO)n1 (centres undefined) | 7.5% | .
Cc1csc(=O)n1CC(=O)OCc1cccc2ccccc12 | -7.4% | .
CC(C)c1ccc(NC(=O)COC(=O)COc2ccccc2)cc1 | 0.3% | -1
COc1ccccc1NC(=O)C1=C(C)N(c2ccccc2)C(=S)NC1c1cccc(C(F)(F)F)c1 (centres undefined) | -1.9% | .
CCCC/S(CC1CC1(Cl)Cl)=N\S(=O)(=O)c1ccc(C)cc1 (centres undefined) | 49% | 17
S=C(NNc1nc(Nc2ccccc2)nc(N2CCCCC2)n1)NC1CCCCC1 | 3.4% | 7
C=CCn1c(SCC2CCCCO2)nc2sc(CC)cc2c1=O (centres undefined) | 2.0% | .
CCC(C)NS(=O)(=O)c1ccc(OCC(=O)Nc2ccc3c(c2)OCCO3)cc1 (centres undefined) | 2.3% | -12
Cc1ccc(C)c(NC(=O)c2ccccc2C(=O)c2ccccc2)c1 | -0.6% | -11
CCc1ccc2c(CC(=O)Nc3nnc(C4CC4)s3)coc2c1 | 1.9% | .
CC1=CC(C)(C)Nc2ccc(C)cc21 | 4.8% | .
CC(=O)Nc1ccc(NC(=O)Nc2cc(C)cc(C)c2)cc1 | 2.4% | -3
CCCc1nnc(NC(=O)CCC(=O)Nc2ccc(F)cc2)s1 | -0.2% | -6
CCOc1ccc(S(=O)(=O)N(C)c2ccc(OCC(=O)Nc3nc4ccccc4s3)cc2)cc1 | -6.3% | 20

Compound activity as filed in PubChem.
